High-throughput results: PubChem, several laboratories
aSyn 5UTR inh: MLPCN primary screen, SNCA 5' untranslated region; alpha-synuclein 5'UTR reporter, inhibitor activity; inhibition, % (tested at 7.5 µM); AID 1813; 0.82% of 300,000 active; in the data active means inhibition above about 60%;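 further: H4 neuroglioblastoma cells stably carrying SNCA 5'UTR luciferase fusion; 0% = DMSO wells and 100% = positive control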
TRPC4 PAM: TRPC4 (mouse) allosteric potentiation. Q9QUQ5. HEK293 TRPC4beta/mu-opioid, DAMGO EC20, Fluo-4 Ca2+ flux; hits give high values. B-score at 10 µM. 0.42% of 310,000 active. AID 2227;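 active means B-score of calcium response area above 5 SD of library B-scores, with initial fluorescence ratio within 5 SD of library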;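 further: B-score of integrated fluorescence ratio over time as area under calcium response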
Target sequence (Q9QUQ5 whole entry, looked up): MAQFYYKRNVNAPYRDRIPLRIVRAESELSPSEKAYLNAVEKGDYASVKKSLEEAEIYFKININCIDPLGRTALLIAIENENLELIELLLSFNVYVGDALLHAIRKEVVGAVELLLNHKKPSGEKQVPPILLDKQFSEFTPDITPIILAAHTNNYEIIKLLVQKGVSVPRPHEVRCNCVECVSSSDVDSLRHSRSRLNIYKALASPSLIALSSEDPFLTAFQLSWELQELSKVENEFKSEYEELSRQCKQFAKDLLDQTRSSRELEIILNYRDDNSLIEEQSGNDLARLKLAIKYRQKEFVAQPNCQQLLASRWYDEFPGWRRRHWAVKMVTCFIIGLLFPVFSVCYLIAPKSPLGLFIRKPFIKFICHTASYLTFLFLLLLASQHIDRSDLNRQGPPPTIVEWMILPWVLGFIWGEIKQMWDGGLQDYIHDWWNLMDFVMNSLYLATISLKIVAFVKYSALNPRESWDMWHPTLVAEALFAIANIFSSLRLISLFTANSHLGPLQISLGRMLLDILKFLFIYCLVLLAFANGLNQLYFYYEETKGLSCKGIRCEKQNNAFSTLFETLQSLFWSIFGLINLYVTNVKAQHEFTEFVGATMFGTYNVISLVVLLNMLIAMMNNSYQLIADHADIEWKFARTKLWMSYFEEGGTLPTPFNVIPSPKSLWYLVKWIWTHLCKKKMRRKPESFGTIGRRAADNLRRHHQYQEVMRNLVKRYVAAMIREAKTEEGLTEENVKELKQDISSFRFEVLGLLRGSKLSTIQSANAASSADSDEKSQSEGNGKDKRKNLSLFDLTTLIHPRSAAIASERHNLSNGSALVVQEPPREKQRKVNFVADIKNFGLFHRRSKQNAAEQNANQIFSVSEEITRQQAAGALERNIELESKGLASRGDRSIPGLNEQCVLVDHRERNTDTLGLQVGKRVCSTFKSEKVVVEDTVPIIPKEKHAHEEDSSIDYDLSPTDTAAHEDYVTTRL
HIF act: HIF pathway transcriptional activation | 0.32% of 300,000 active | U2OS HRE-luciferase reporter, luminescence; normalized: DMSO 0%, desferrioxamine 100% | activation, % at 7.5 µM (by protocol);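 active means mean activation of at least 10% of the iron chelator positive control signal, with at least half of replicates also reaching 10%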
TRPC6 activator: activates the mouse TRPC6 cation channel; Q61143; HEK293-TRPC6 membrane potential dye fluorescence; hits give high values; B-score at 10 µM; 0.13% of 310,000 active; AID 2550;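 active means B-score of the integrated fluorescence ratio above library mean plus 3 SD, and starting fluorescence ratio within library mean plus 5 SD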;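 further: higher score means more depolarization so channel activation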
TRPC4 inh: inhibitors of mouse TRPC4 channel; AID 2247; 0.39% of 300,000 active; Q9QUQ5; HEK293 TRPC4beta/mu-opioid, DAMGO-evoked Fluo4 calcium flux; hits give low values; B-score at 10 µM;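 active means B-score over 3 SD under the library average, no early fluorescence shift, positive overall ratio signal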
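Assay system – HEK293 line stably carrying TRPC4beta and mu-opioid receptor · Doses – single dose · Detection – Fluo4 calcium-dye fluorescence, kinetic read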
KLF5 inh: kruppel-like factor 5 inhibition | DLD-1 KLF5 promoter-luciferase reporter, luminescence | inhibition, % at 5 µM | 0.23% of 290,000 active | AID 1700;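 active means inhibition above a per-plate limit of that plate's mean compound inhibition plus 3 SD, cut at about 60% in these data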;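 further: 0% = DMSO wells and 100% = LY294002 at 200 µM; higher means less KLF5 promoter-driven luciferase light; inactives centre near -14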
MrgX1 antag: antagonists of human MrgX1 receptor. Q96LB2. MRGX1-HEK293 calcium flux, Fluo-4, BAM8-22 antagonism; hits give low values. B-score at 10 µM. 1.3% of 310,000 active. AID 588676;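 active means calcium-response B-score plate-corrected more than 3 library SD below zero, starting fluorescence within 5 deviations, no agonist response on first addition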;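 further: peak minus trough fluorescence over baseline after final BAM8-22 challenge near maximal dose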
IEC-6 cytotox: kills IEC-6 intestinal cells in KLF5 counter-screen; IEC-6 cytotoxicity, luminescence viability; inhibition, % at 5 µM; 0.78% of 290,000 active; in the data active means inhibition above about 22%;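 further: 0% = plate median of test compound wells and 100% = cytotoxic reference compound wells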
SKKanGAS inh: blocks kanamycin growth of S. pyogenes SKKanGAS strain; BacTiter-Glo, 6 h; inhibition, % at 7.5 µM; 1.3% of 300,000 active; AID 1662;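 active means mean replicate score, as percent of positive control median, at least 50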;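 further: strain carries kanamycin resistance gene driven by streptokinase promoter and grows in 40 µg/ml kanamycin; loss of luminescence reflects streptokinase promoter inhibition or plain growth inhibition; 0% = median of DMSO wells and 100% = positive control at its reference dose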
TRPC4 act: opens the mouse TRPC4 cation channel; Q9QUQ5; HEK293 TRPC4beta/mu-opioid, Fluo4 calcium fluorescence; hits give high values; B-score at 10 µM; 0.49% of 310,000 active; AID 2237;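 active means B-score above 5 SD of library B-scores, and initial fluorescence ratio not above library mean plus 5 SD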;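 further: positive B-score marks a calcium rise read as TRPC4 activation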
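Assay system: HEK293 stable line with TRPC4beta plus mu-opioid receptor; schedule: 45 min room-temperature Fluo4 loading, 110 s read; technique: kinetic Fluo4 calcium fluorescence; evaluation: integrated baseline-normalised fluorescence ratio, converted to per-well B score; controls: buffer (low) and maximal DAMGO (high)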
TRPC6 inhibitor: mouse TRPC6 channel inhibition. AID 2553. 1.1% of 310,000 active. Q61143. B-score at 10 µM. HEK293-TRPC6, membrane potential dye, ACh-evoked depolarization; hits give low values;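 active means B-score under library mean minus 3 SD, initial fluorescence not abnormally high, positive integrated signal ratio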;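 further: B-score derived from integrated fluorescence ratio over the kinetic read; more negative B-score means stronger inhibition of depolarization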
* hit, by the source's call; i = inactive; . = no result given.

SMILES	aSyn 5UTR inh	TRPC4 PAM	HIF act	TRPC6 activator	TRPC4 inh	KLF5 inh	MrgX1 antag	IEC-6 cytotox	SKKanGAS inh	TRPC4 act	TRPC6 inhibitor
O=C(O)c1cn(Cc2ccccc2)nc1-c1cccnc1	1	i	0.0	i	i	3	i	-1	11	i	i
CCC(Sc1nccn1C)C(=O)Nc1nnc(C)s1 (stereo not drawn)	-2	i	0.1	i	i	-22	i	-5	-3	i	i
CCCN1CCN(C(=O)Cn2cnc3ccc(S(=O)(=O)N4CCC(C)CC4)cc3c2=O)CC1	-12	i	-0.2	i	i	18	i	10	5	i	i
CCOc1ccc(-c2c(C)sc3nc[nH]c(=O)c23)cc1	19	i	-0.7	i	i	-12	i	8	-8	i	i
CC(CCc1ccc(O)cc1)NCCc1ccc(O)c(O)c1 (stereo not drawn)	-9	i	-0.6	i	i	.	i	.	-3	i	i
CNC(=O)C1CCN(S(=O)(=O)c2c(C)noc2/C=C/c2cccc(OC)c2)CC1	-27	i	-0.6	i	i	-2	i	-4	-3	i	i
NNC(=O)CN1C(CN2CCOCC2)=Nc2ccc(Br)cc2C1c1ccccc1 (stereo not drawn)	-1	i	-0.2	i	i	-17	i	0	1	i	i
CN(C)C(=O)NCc1ccc(S(N)(=O)=O)cc1	7	i	-0.2	i	i	-27	i	1	-10	i	i
O=C1CC(SCCc2nc3ccccc3[nH]2)C(=O)N1c1ccc(F)cc1 (stereo not drawn)	1	i	-0.4	i	i	-2	i	1	4	i	i
O=C(CCCCCNC(=O)c1ccccc1)N/N=C/c1ccco1	14	i	0.3	i	i	-17	i	1	3	i	i
COc1ccc(Cn2ccnc2)cc1[N+](=O)[O-]	-26	i	0.1	i	i	-19	i	2	.	i	i
O=C(COC(=O)c1cccc(S(=O)(=O)NCc2ccccc2)c1)NCC1CCCO1 (stereo not drawn)	8	i	0.3	i	i	-1	i	-6	-3	i	i
Cc1cccc(-n2c(O)c(C=Nc3c(C)n(C)n(-c4ccccc4)c3=O)c3ccccc3c2=O)n1	14	i	-0.6	i	i	-21	i	6	0	i	i
COCC(=O)Nc1nc(-c2ccc([N+](=O)[O-])cc2)cs1	-70	i	1.5	i	i	-34	i	-3	-7	i	i
CCc1nc(SCC(=O)N2CCC(C)CC2)c2c(=O)n(C)c(=O)n(C)c2n1	20	i	-0.2	i	i	-18	i	10	-5	i	i
CN(C)C(=O)c1ccccc1Sc1cc(Cl)ccc1Cl	20	i	-0.7	i	i	-22	i	-7	-3	i	i
Cc1ccc(NC(=O)Nc2ccc3c(c2)nc(C)n3C)cc1C	-127	i	1.3	i	i	-53	i	0	-11	i	i
O=C(COC(=O)CCS(=O)(=O)c1ccc(Cl)cc1)Nc1ncc(Cl)cc1Cl	18	i	-0.8	i	i	-33	i	2	-5	i	i
Cc1nnc(NC(=O)Cn2c(=O)sc3ccccc32)s1	12	i	0.1	i	i	-19	i	3	-1	i	i
COc1ccc(C=C2C(=O)c3ccccc3C2=O)cc1O	-4	i	0.0	i	i	-18	i	12	6	i	i
Nc1c(C(=O)O)sc2nc(-c3ccccc3)cc(-c3ccccc3)c12	-13	i	0.1	i	i	3	i	-3	16	i	i
COC(=O)Cn1c2c(c3cc(C)ccc31)CCCC2NC(C)c1ccccc1 (stereo not drawn)	28	i	0.3	i	i	-39	i	-1	-1	i	i
C=C(C)CN(CC)C(=O)CSc1nc2ncc(Cl)cc2[nH]1	-6	i	0.2	i	i	-13	i	-2	-5	i	i
CS(=O)(=O)N(Cc1ccccc1)c1ccc(C(=O)Nc2ccccc2C(=O)O)cc1	2	i	1.2	i	i	-60	i	-6	23	i	i
COc1ccc(C(=O)/C(=C/N(C)C)S(=O)(=O)c2ccccc2)cc1	-160	i	3.3	i	i	-87	i	0	2	i	i

3 neighbouring entries out of the list so far, quoted:
SMILES	aSyn 5UTR inh	TRPC4 PAM	HIF act	TRPC6 activator	TRPC4 inh	KLF5 inh	MrgX1 antag	IEC-6 cytotox	SKKanGAS inh	TRPC4 act	TRPC6 inhibitor
C=C(C)CN(CC)C(=O)CSc1nc2ncc(Cl)cc2[nH]1	-6	i	0.2	i	i	-13	i	-2	-5	i	i
CS(=O)(=O)N(Cc1ccccc1)c1ccc(C(=O)Nc2ccccc2C(=O)O)cc1	2	i	1.2	i	i	-60	i	-6	23	i	i
COc1ccc(C(=O)/C(=C/N(C)C)S(=O)(=O)c2ccccc2)cc1	-160	i	3.3	i	i	-87	i	0	2	i	i

Next section.
SMILES	aSyn 5UTR inh	TRPC4 PAM	HIF act	TRPC6 activator	TRPC4 inh	KLF5 inh	MrgX1 antag	IEC-6 cytotox	SKKanGAS inh	TRPC4 act	TRPC6 inhibitor
CCOC(=O)c1cc(=O)c2c([N+](=O)[O-])ccc(OC)c2o1	12	i	-0.5	i	i	-14	i	6	-1	i	i
COc1ccc(S(=O)(=O)Nc2ccccn2)c(C)c1C	8	i	-3.0	i	i	1	i	-6	-1	i	i
CCOC(=O)CCCSc1nnc(CCCCCN2C(=O)c3cccc4cccc(c34)C2=O)o1	41	i	-0.2	i	i	-5	i	-6	12	i	i
Cc1coc2cc3oc(=O)c(CCC(=O)NCC(=O)O)c(C)c3cc12	-7	i	0.8	i	i	-60	i	-5	1	i	i
CC(C)CN(C(=O)CSc1nnnn1C)C1CCS(=O)(=O)C1 (stereo not drawn)	-1	i	1.5	i	i	15	i	-6	-10	i	i
COc1ccccc1-c1noc(CCCC(=O)N2CCOCC2)n1	10	i	-0.4	i	i	-1	i	-3	-2	i	i
Cc1ccc(-c2cn(-c3ccccc3F)c(=S)[nH]2)cc1	-124	i	4.9	i	i	-130	i	-5	3	i	i
CC(C)Oc1ccc(CSc2ncn[nH]2)cc1	-84	i	0.7	i	i	-6	i	-4	-1	i	i
COC(=O)CNc1cc(S(=O)(=O)N2CCCCC2)ccc1Oc1cccc(C)c1	13	i	-3.0	i	i	12	i	1	-4	i	i
Cc1ccccc1NC(=O)COC(=O)CCSc1ccccc1	-7	i	-0.4	i	i	-24	i	8	-10	i	i
Cc1cc(NC(=O)CSc2nnc(NCc3ccccc3)s2)no1	17	i	0.0	i	i	-32	i	-6	-2	i	i
COc1cc(/C=C2\NC(=O)NC2=O)cc(Br)c1OC	26	i	-1.6	i	i	-16	i	3	-2	i	i
Cc1cccc(NC(=O)/C(C#N)=C/c2ccc(Sc3ccccc3)o2)c1C	9	i	-0.4	i	i	-6	i	-10	-2	i	i
Cc1ccc(CN2C(=O)CCC2C(=O)N2CCN(c3ccccc3)CC2)cc1 (stereo not drawn)	5	i	0.4	i	i	6	i	-1	2	i	i
CCOc1ccc(CCN2C(=O)CCC2(C)C(=O)NC(C)CC)cc1OCC (stereo not drawn)	-16	i	0.1	i	.	7	i	3	-2	i	i
O=C(N/N=C/c1ccco1)c1cc([N+](=O)[O-])cc([N+](=O)[O-])c1	-18	i	0.1	i	i	-10	i	-6	3	i	i
O=C1N/C(=C/c2ccco2)C(=O)N1Cc1ccccc1F	2	i	-2.2	i	i	-11	i	-2	4	i	i
Cc1cc(/C=N/n2cnnc2)c(C)n1-c1ccc(C(=O)O)cc1	0	i	-0.1	i	i	-48	i	1	-3	i	i
O=C(NC(CCl)c1ccccc1)c1ccc(Cl)cc1 (stereo not drawn)	-20	i	0.9	i	i	-24	i	0	1	i	i
CCn1nnnc1-c1ccc(OC)c(S(=O)(=O)N2CCCCC2)c1	23	i	0.5	i	i	-20	i	2	-2	i	i
O=C(COC(=O)c1cccs1)Nc1cc(S(=O)(=O)N2CCOCC2)ccc1Cl	19	i	-0.6	i	i	4	i	2	0	i	i
O=C(Cn1c(N2CCN(C/C=C/c3ccccc3)CC2)nc2ccccc21)c1ccccc1	-27	i	-1.1	i	i	3	i	6	2	i	i

In the list so far, these have bromine.
SMILES	aSyn 5UTR inh	TRPC4 PAM	HIF act	TRPC6 activator	TRPC4 inh	KLF5 inh	MrgX1 antag	IEC-6 cytotox	SKKanGAS inh	TRPC4 act	TRPC6 inhibitor
NNC(=O)CN1C(CN2CCOCC2)=Nc2ccc(Br)cc2C1c1ccccc1 (stereo not drawn)	-1	i	-0.2	i	i	-17	i	0	1	i	i
COc1cc(/C=C2\NC(=O)NC2=O)cc(Br)c1OC	26	i	-1.6	i	i	-16	i	3	-2	i	i

Arranged by value in KLF5 inh (high to low): four from the list above.
| SMILES | KLF5 inh |
| --- | --- |
| CC(C)Oc1ccc(CSc2ncn[nH]2)cc1 | -6 |
| O=C1N/C(=C/c2ccco2)C(=O)N1Cc1ccccc1F | -11 |
| NNC(=O)CN1C(CN2CCOCC2)=Nc2ccc(Br)cc2C1c1ccccc1 (stereo not drawn) | -17 |
| COC(=O)Cn1c2c(c3cc(C)ccc31)CCCC2NC(C)c1ccccc1 (stereo not drawn) | -39 |

Complete entries as entered above. Order of values: aSyn 5UTR inh, TRPC4 PAM, HIF act, TRPC6 activator, TRPC4 inh, KLF5 inh, MrgX1 antag, IEC-6 cytotox, SKKanGAS inh, TRPC4 act, TRPC6 inhibitor
CC(C)Oc1ccc(CSc2ncn[nH]2)cc1 as listed: -84, i, 0.7, i, i, -6, i, -4, -1, i, i
CCn1nnnc1-c1ccc(OC)c(S(=O)(=O)N2CCCCC2)c1 as listed: 23, i, 0.5, i, i, -20, i, 2, -2, i, i
